Pf Dd2 inh: qHTS Primary assay for Inhibitors of Plasmodium falciparum Dd2 growth in vitro. P. falciparum Dd2 growth, SYBR Green, 72 h. Potency, µM (highest dose often 28.9 µM), without a hit: at the highest dose activity, negative = inhibition, hits mostly inhibitors. 120,000 compounds, 4.3% hits. AID 1347417, 2020; active = well fitted inhibition curve with a large enough effect; inconclusive = small, poorly fitted or top-dose-only effect; inactive = no such curve, though single readings can be large or run the other way;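 note: plate controls were DMSO vehicle for no effect and reference drug for full effect; nearly all actives have a fitted effect of over 65% in size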
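Readout: SYBR Green fluorescence, 485 nm excitation, 535 nm emission, after ~16 h lysis at 37C. Before that, Dd2-infected red cells (2.5% hematocrit) grew 72 h with compound, 29 uM top final concentration.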
Starred values were filed as active, the others as inactive; i = inactive; ? = inconclusive; [ ] = another dose, or the depositor's remark. Potency is the fitted concentration of half-maximal effect.

Start of the listing, in advance, seven compounds:
| compound | Pf Dd2 inh |
| --- | --- |
| CCOc1ccc(NC(=O)N2CCc3cc(OC)c(OC)cc3C2CNC(=O)CC)cc1 (stereo not drawn) | ? |
| CCCOC(=O)c1c(NC(=O)c2nc3ncccn3n2)sc(C(N)=O)c1C | 3% |
| COCC(=O)N1CCCC(c2nc(-c3cccnc3)no2)CCNC(=O)CC1 (stereo not drawn) | -5% |
| CCn1ccc(C(=O)N2CCC(Cn3c(C)cnc3C)CC2)n1 | 3% |
| Cc1ccc(Cn2c(CNS(=O)(=O)c3ccc(Cl)s3)nc3cccnc32)cc1 | -1% |
| CCOc1ccc(NS(=O)(=O)c2cc(Br)cc3c2N(C(=O)C2CC2)CC3)cc1 | 35%[activator] |
| CCN1c2cc(C(=O)Nc3ccc(Cl)cc3C)ccc2C(=O)N2CCCCCC21 (stereo not drawn) | ? |

The list itself, from the first entry:
| compound | Pf Dd2 inh |
| --- | --- |
| CCOc1ccc(NC(=O)N2CCc3cc(OC)c(OC)cc3C2CNC(=O)CC)cc1 (stereo not drawn) | ? |
| CCCOC(=O)c1c(NC(=O)c2nc3ncccn3n2)sc(C(N)=O)c1C | 3% |
| COCC(=O)N1CCCC(c2nc(-c3cccnc3)no2)CCNC(=O)CC1 (stereo not drawn) | -5% |
| CCn1ccc(C(=O)N2CCC(Cn3c(C)cnc3C)CC2)n1 | 3% |
| Cc1ccc(Cn2c(CNS(=O)(=O)c3ccc(Cl)s3)nc3cccnc32)cc1 | -1% |
| CCOc1ccc(NS(=O)(=O)c2cc(Br)cc3c2N(C(=O)C2CC2)CC3)cc1 | 35%[activator] |
| CCN1c2cc(C(=O)Nc3ccc(Cl)cc3C)ccc2C(=O)N2CCCCCC21 (stereo not drawn) | ? |
| O=C1CC(c2ccccc2)N(C(=O)C2CC2)CCCN(C(=O)CCc2ccccc2)CCN1 (stereo not drawn) | i |
| CCCn1c(SCc2nc(-c3ccccc3C)no2)nnc1-c1ccc(Cl)cc1 | ? |
| CCC1Oc2ccccc2N(CC(=O)NCc2ccc(C)cc2)C1=O (stereo not drawn) | -12% |
| CN1CCC([C@@H]2CN(C(=O)c3nn(C)c4ccccc34)C[C@H]2C(N)=O)CC1 | 3% |
| Cc1c(-c2nc(-c3ccccc3F)no2)nnn1-c1cc(F)ccc1F | 14% |
| CC(C)C(=O)N[C@H]1[C@H](O)[C@H](O)C[C@@H]1c1ccc(C(F)(F)F)nc1 | 6%[44.1 µM] |
| CN1C[C@@H](NS(=O)(=O)c2ccccc2)C[C@H]1c1nc(-c2cnccn2)no1 | 15%[44.1 µM] |
| C[S+](=O)([O-])N1CC2(CCCN2CC2CC2)Cc2ccccc21 (stereo not drawn) | ? |
| Cc1nn(C(=O)c2ccc(Cl)cc2)c(C)c1S(=O)(=O)N1CCOCC1 | 37%[activator] |
| COc1cccc(C(=O)NC2CCN(c3cnn(C)c(=O)c3)CC2)c1OC | -6% |
| CN1c2cc(C(=O)N3CCOCC3)ccc2OCC1CC(=O)NC(CO)CO (stereo not drawn) | 0% |
| COc1ccc(C(=O)NCCc2sc(-c3ccc(F)cc3)nc2C)cc1OC | 5% |
| COc1cccc(N2CC(NC(=O)c3cc4ccccc4o3)CC2=O)c1 (stereo not drawn) | 6% |

The listing continues.
| compound | Pf Dd2 inh |
| --- | --- |
| CCCCNC(=O)c1nnn2c1COC(c1ccc(F)cc1)C2 (stereo not drawn) | -2% |
| Cc1ccc(N2CC3=C(C2=O)C(c2ccc(Br)cc2)NC(=O)N3C)cc1 (stereo not drawn) | 16% |
| Cc1ccc(NC(=O)CSc2nc3c(oc4ccccc43)c(=O)n2-c2ccc(F)cc2)c(C)c1 | ? |
| Cc1nn(C)c(C)c1S(=O)(=O)N(CC(=O)NCCc1ccccc1)c1ccc(C(C)C)cc1 | ? |
| CCN(CC)C(=O)N1CC(Oc2ccc(-c3nc(C)no3)cc2)C1 | 37%[activator][5.79 µM] |
| N#Cc1ccc(S(=O)(=O)N2CCCCCCNC(=O)CC2)cc1 | -18% |
| CCCN(CC1CCOC1)C(=O)c1cc(F)cc(F)c1 (stereo not drawn) | 4%[5.79 µM] |
| CC(C)OCCCNC(=O)CN1C(=O)CSc2ccc(S(=O)(=O)N3CCCCC3)cc21 | -19% |
| COc1cc(CN2CCN(S(=O)(=O)c3ccccc3)CC2)cc(OC)c1O | -8% |
| O=C1NC(C(=O)NC2CCCC2)Cn2cccc21 (stereo not drawn) | -9% |
| CCOC(=O)C1(Cc2ccc(F)cc2F)CCCN(C(=O)c2c(C)nc3ncccn23)C1 (stereo not drawn) | -12% |
| Cc1cc(C)nc(SCc2ccc(C(=O)N3CC[C@@](C)(O)[C@@H](O)C3)o2)n1 | i |
| Cc1ccccc1NC(=O)c1ccc2c(c1)OCCN(CCC(F)(F)F)C2 | i |
| CCC(C(=O)N1CCC(c2n[nH]c(=O)n2Cc2ccc(OC)cc2)CC1)c1ccccc1 (stereo not drawn) | ? |
| CN(C)[C@H]1CCN(C(=O)Cc2cn(C)c3ccccc23)C[C@H]1CCC(=O)O | -9% |
| COc1ccccc1Nc1nc(-c2ccccc2F)nc2ccccc12 | i |
| Cn1cnc(S(=O)(=O)N[C@H]2CCN(C(=O)c3ccco3)[C@H](C(=O)N[C@@H](Cc3cccs3)C(N)=O)C2)c1 | -5% |
| O=C(O)C[C@@H]1CCN(C(=O)c2ccc(C(F)(F)F)cc2)C[C@@H]1CCN1CCOCC1 | -25%[44.1 µM] |
| O=C(NC1CCCC1)N1CCC(OCCOc2cccnc2)CC1 | 36%[activator] |
| CC1=C[C@@H](CNC(=O)CCC(=O)O)[C@H](C(C)C)C[C@H]1Cc1nc2ccncc2[nH]1 | -23%[44.1 µM] |

(further entries)
| compound | Pf Dd2 inh |
| --- | --- |
| O=C(Nc1ccc(Cl)c(C(F)(F)F)c1)c1nc2ccccc2nc1N1CCCCC1 | ? |
| CC(C)C[C@@H]1N[C@H](C(=O)N(C)CCC#N)Cc2c[nH]c3cccc1c23 | ? |
| CCOCCc1nn2c(=O)cc(COC(=O)C(CC)c3ccccc3)nc2s1 (stereo not drawn) | -4% |
| CC(C)c1nc2c(c(-c3ccc(O)cc3)n1)CN(C(=O)c1ccccc1)CC2 | -13% |
| Cc1ccc(CNC(=O)CCc2ccc3c(c2)CN(C(=O)NC(C)C)CCO3)o1 | i |
| CCC(Cn1nnc2ccccc2c1=O)NC(=O)Nc1cc(OC)cc(OC)c1 (stereo not drawn) | 17% |
| Cc1nc2ccn(Cc3ccccc3)c(=O)c2cc1C(=O)NCc1ccccc1F | 9% |
| COc1ccccc1CNC(=O)CCC(=O)N1CC(C)Sc2ccccc21 (stereo not drawn) | -7% |
| COc1ccc(OC)c(CN2CCOc3ccc(C(=O)NCc4ccccc4F)cc3C2)c1 | ? |
| Cc1cccc(-c2noc([C@@H]3C[C@@H](O)CN3C3CCOCC3)n2)c1 | ? |
| O=C(NC[C@H]1O[C@@H](CO)[C@@H](O)[C@H]1N1CCN(c2ccccc2)CC1)c1ccccc1Cl | 5% |
| O=C1N2CCCC2CN1C1CCN(Cc2cccnc2)CC1 (stereo not drawn) | 14%[44.1 µM] |
| O=C(N[C@H]1CCN2C(=O)c3ccccc3NC(=O)[C@H]12)c1cccc(F)c1 | ? |
| COc1ccc(-c2noc([C@@H]3CCCN3C(=O)c3cc(Cl)ccc3F)n2)cc1OC | -6% |
| O=[N+]([O-])c1cc(-c2nc(-c3ccccn3)no2)ccc1NCc1ccccc1 | -2% |
| CCc1cccc(NC(=O)CCNS(=O)(=O)c2ccc3c(c2)CCN3C(C)=O)c1 | 21% |
| Cc1c(Cl)cccc1-n1ncc(C(=O)Nc2ccc(Br)cc2F)c1C1CCNCC1 | ? |
| CN1C(=O)c2cccn2CC1CNC(=O)c1ccnn1C (stereo not drawn) | i |
| COc1ccccc1C(=O)N1CCC(Cc2nc(C(C)C)no2)CC1 | -19% |
| Cc1ccc(OCCSc2nc3ccccc3n2CC(=O)N2CCCCC2)cc1C | 0% |

Retrieved by compound from above, two records:
| compound | Pf Dd2 inh |
| --- | --- |
| COc1ccc(-c2noc([C@@H]3CCCN3C(=O)c3cc(Cl)ccc3F)n2)cc1OC | -6% |
| CCc1cccc(NC(=O)CCNS(=O)(=O)c2ccc3c(c2)CCN3C(C)=O)c1 | 21% |

Further entries follow:
| compound | Pf Dd2 inh |
| --- | --- |
| O=C(CSc1nc2ncccc2o1)Nc1ccc(Cl)cc1F | -13% |
| O=C1NCCCCCCN(Cc2ccncc2)[C@@H]2CN(CC3CC3)CC[C@@H]12 | -1% |
| Cc1noc([C@@H]2CN(C(=O)COc3ccc(F)cc3)C[C@H]2CO)n1 | 7% |
| Cc1ccc(S(=O)(=O)C(CNC(=O)c2ccc(F)c(F)c2)c2ccco2)cc1 (stereo not drawn) | 6% |
| CCCn1c(=N)c(C(=O)NCc2cccnc2)cc2c(=O)n3cccc(C)c3nc21 | 2% |
| O=C1Nc2ccccc2CN(Cc2ccncc2)C12CCNCC2 | 1% |
| O=C(Cn1c(SCc2ccccc2F)nc2cccnc21)Nc1ccc(F)c(Cl)c1 | 1% |
| Cc1nc(N2CCC(NCCCc3ccncc3)CC2)c2ccsc2n1 | ? |
| COc1ccc(CNC(=O)c2ccc(CNS(=O)(=O)c3ccc(F)cc3)cc2)cc1 | -4% |
| CCOc1ccc(NCc2cccn2-c2nnc(N3CCC(C(=O)NCC(C)c4ccccc4)CC3)s2)cc1 (stereo not drawn) | i |
| COCCC1(NC(=O)C2CC2)CCN(S(=O)(=O)c2c(C)noc2C)CC1 | 5% |
| CC(=O)N[C@H](C)c1onc(-c2ccc(F)cc2)c1C(=O)O | 22%[44.1 µM] |
| CCNC(=O)NCCc1noc(-c2ccncc2)n1 | 79%[activator] |
| CC(=O)c1ccc(NC(=O)O[C@@H]2CO[C@H]3[C@@H]2OC[C@@H]3NC(=O)C2CC2)cc1 | 3%[44.1 µM] |
| Cc1c(C(=O)N(C)C)sc2c1c(=O)n(-c1ccc(Cl)c(Cl)c1)c(=O)n2Cc1ccc(F)cc1 | ? |
| O=C(NC1CCCC1)c1ccc2c(c1)N(Cc1ccc(F)cc1)C(=O)c1ccccc1S2 | i |
| Cc1noc(C)c1-c1cc2c(cc(C)n2C)c(-c2cccc(O)c2)n1 | -10%[44.1 µM] |
| Cn1cc(-c2ccc(F)c(Cl)c2)c2nc(CO)cn2c1=O | -1%[44.1 µM] |
| Cc1ccc(Cn2c(=O)c3cccnc3n(Cc3ccc(F)cc3)c2=O)cc1 | 31%[activator] |
| COc1ccc(C)cc1NC(=O)N(Cc1ccc(C)o1)C1CCN(C(C)=O)CC1 | -17% |

Other structures.
| compound | Pf Dd2 inh |
| --- | --- |
| Cc1ccccc1CNC(=O)C1CCN(c2nnc(C)c3c(C)n(-c4ccccc4)nc23)CC1 | i |
| CCOc1ccc(C(=O)NC2CCN(c3cc(-c4ccc(Cl)cc4)[nH]n3)C2)cc1 (stereo not drawn) | ? |
| CC1(C)[C@H](Cc2cc(-c3ccc(F)cc3)on2)C[C@@H]1NS(C)(=O)=O | i |
| CCOc1ccc(-c2cnc(-c3cnc(CC)nc3)[nH]2)cc1OCC | 10µM* |
| COCC1CN(C2CCC2)CC12CCN(C(=O)c1cncn1C)CC2 (stereo not drawn) | 23% |
| C#CCNC(=O)C[C@@H]1CCN(C(=O)c2ccc(F)cc2)C[C@@H]1CC | -4%[44.1 µM] |
| Cc1ccc(C(=O)N2CCC(CCC(=O)NC3CCS(=O)(=O)C3)CC2)cc1 (stereo not drawn) | -10% |
| COCCCn1c(C)cc(C(=O)NC2CCc3nnc(C4CC4)n3CC2)c1C (stereo not drawn) | -1% |
| CCOc1ccc(N2CC(NC(=O)c3ccco3)CC2=O)cc1 (stereo not drawn) | i |
| CCC(C(=O)NCc1ccccc1Cl)n1nc(C)c2sc3ccccc3c2c1=O (stereo not drawn) | i |
| CCc1cccc(NC(=O)Cn2c(=O)n(-c3cccc(Cl)c3)c(=O)c3c2c2cc(C)ccc2n3C)c1 | -3% |
| CCCOc1ccc(CN(C(=O)c2nc(SC(C)C)ncc2Cl)C2CCS(=O)(=O)C2)cc1 (stereo not drawn) | -20% |
| COc1ccc(-c2cn3c(n2)CO[C@@H](CNC2CCC2)C3)cc1 | -37%[44.1 µM] |
| O=C(CC1CCCC1)N1CCCC(Cc2nc(C3CCOCC3)no2)C1 (stereo not drawn) | -3% |
| O=C(NC1CCCCC1)N[C@H]1CO[C@H]2[C@@H]1OC[C@@H]2n1nnnc1-c1ccc2c(c1)OCO2 | i |
| Cc1cnc(CN(C)Cc2cn(-c3ccccc3)nn2)[nH]1 | ? |
| O=C(NCCOc1ccccc1)c1nc2c(o1)CCN(Cc1cc(F)ccc1F)CC2 | -25%[44.1 µM] |
| Cc1nncn1CCN1C(=O)N(CCc2ccccc2)C2(CCNCC2)C1=O | -4% |
| COCCN1CCC(N2CCN(C(=O)Cc3ccc(Cl)cc3)CC2)C1=O (stereo not drawn) | -8% |
| C[C@H]1[C@@H]2[C@@H](O)C([C@H](C)C(=O)NC3CCCCC3)CC[C@@]2(C)CC[C@@H]1NC(=O)c1cnccn1 (stereo partly drawn) | ? |

Going on with the list.
| compound | Pf Dd2 inh |
| --- | --- |
| Cc1cc(S(=O)(=O)N2CCN(C3CCN(Cc4ccccn4)C3=O)CC2)ccc1Cl (stereo not drawn) | -3% |
| COc1cc(NC(=O)N2CCC3(CC2)SCC(=O)N3Cc2ccco2)cc(OC)c1 | i |
| O=C1CCN(Cc2cccnc2)CCCC(C(=O)N2CCOCC2)CCN1 (stereo not drawn) | 6% |
| CCNC(=O)[C@@H]1C[C@H](NC(=O)CO)CN1Cc1cc(C2CCCCC2)no1 | 8% |
| O=C(Cn1ccn(-c2ccc(F)cc2)c(=O)c1=O)Nc1ccc(F)cc1 | 77%[activator] |
| CC(C)(C)C(=O)N[C@H]1CO[C@H]2[C@@H]1OC[C@H]2O | 14%[44.1 µM] |
| COc1ccc2[nH]cc(CCNC(=O)CN3CCCc4nc(C5CC5)ncc4C3=O)c2c1 | i |
| CC(=O)N1CC2(Cc3ccccc3N([S+](C)(=O)[O-])C2)C1 | 13%[44.1 µM] |

The list is partial. The share of hits here may be higher or lower than overall.
